PLAP act: activates human placental alkaline phosphatase | purified PLAP enzyme, luminescent substrate read-out; active compounds read high | 1.2% of 96,000 active | activation fold at 20 µM | P05187 | AID 696; in the data active = activation fold above about 2
Target sequence (P05187 whole entry, looked up): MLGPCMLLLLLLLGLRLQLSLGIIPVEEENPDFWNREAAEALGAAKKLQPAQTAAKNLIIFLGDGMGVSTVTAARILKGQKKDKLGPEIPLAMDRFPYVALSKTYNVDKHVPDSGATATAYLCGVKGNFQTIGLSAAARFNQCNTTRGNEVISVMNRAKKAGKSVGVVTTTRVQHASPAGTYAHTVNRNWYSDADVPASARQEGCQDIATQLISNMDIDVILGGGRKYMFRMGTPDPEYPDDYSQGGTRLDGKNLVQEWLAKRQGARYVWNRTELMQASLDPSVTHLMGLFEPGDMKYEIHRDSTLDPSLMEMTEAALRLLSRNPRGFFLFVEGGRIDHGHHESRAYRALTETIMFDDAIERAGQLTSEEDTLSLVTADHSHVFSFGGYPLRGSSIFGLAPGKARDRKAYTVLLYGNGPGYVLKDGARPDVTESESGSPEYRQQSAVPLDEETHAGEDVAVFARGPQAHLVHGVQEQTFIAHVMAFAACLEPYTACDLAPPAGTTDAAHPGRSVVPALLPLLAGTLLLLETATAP
MT1-MMP txn act: MT1-MMP promoter transcription activation. 0.16% of 86,000 active. AID 750. activation factor at 10 µM. HT1080 MT1-MMP promoter luciferase reporter, luminescence, overnight; active compounds read high;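 active = activation factor of at least 2 for MT1-MMP transcription at 10 µM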
An asterisk follows results filed as active. An excerpt, so the mix of outcomes need not match the whole.

PLAP act	MT1-MMP txn act	SMILES
0.9	1.1	COCCN1Cc2cccc(C(=O)NCc3ccccc3OC)c2C1=O
1.2	1.1	CCOCCCNC(=O)Cc1cc(=O)[nH]c(=O)[nH]1
1.1	1.2	Cc1cc(NC(=O)c2noc3c2CCCC3)n(-c2ccccc2)n1
1	1.7	COCc1cc(C)nc(SCC(=O)Nc2ccc(C)c(C)c2)c1C#N
1	1.1	O=C(O)CN1C(=O)CSc2ccccc21
0.9	1.1	Cc1cccc(-n2ncc3c(N)ncnc32)c1
0.9	1.1	N#Cc1ccccc1NC1=CC(=O)CCC1
1.5	1.1	COc1ccc(-c2c(C)oc3c(CN4CCCCC4C)c(O)ccc3c2=O)cc1OC (configuration not stated)
1	1.1	CCOC(=O)c1c(C)[nH]c(C(=O)COC(=O)CCC(=O)c2ccc3c(c2)OCCO3)c1C
1	1	O=C(Nc1nn[nH]n1)c1cccc(Oc2ccccc2)c1
1	1.2	CC(=O)Nc1nc(CC(=O)c2ccccc2)cs1
1.2	1.1	Cc1cc(OCCCCCNCCO)cc(C)c1Cl
1.4	1.3	Cc1cc(Cl)ccc1OCCCC(=O)NO
0.9	1.1	CCOC(=O)N1CCN(c2nc(C)cc(C(F)(F)F)n2)CC1
1.4	1.1	CCOc1cc(-c2c(C#N)c(=O)[nH]c3c2c(C)nn3-c2ccc(F)cc2)ccc1O
1.5	1.2	CCN(CC)C(=O)CSc1nnc(-n2nc(C)cc2C)c2ccccc12
1.4	1	O=C(NC1CCCCCCC1)C1CCC(CNc2c(N3CCCC3)c(=O)c2=O)CC1 (configuration not stated)
0.9	1.1	Cc1ccc2cc(C#N)c(SCC(=O)NCC3CCCO3)nc2c1C (configuration not stated)
1.4	1.1	Cc1nc(N2CCN(C(c3ccccc3)c3ccccc3)CC2)nc2c1C(=O)CCC2
1.1	1.1	Cc1nc2scc(-c3ccccc3)c2c(=O)n1/N=C/c1ccco1
1.1	1.1	Cc1ccc(-c2nnn(CC(=O)N(c3ccc(F)cc3)C(C(=O)NC3CCCC3)c3ccco3)n2)o1 (configuration not stated)
0.9	1.1	O=C(NCc1ccc(F)cc1)c1cc2ccccn2n1
1.3	1.1	CCOC(=O)C1CCN(C(c2cc(OC)c(OC)c(OC)c2)c2sc3nc(C)nn3c2O)CC1 (configuration not stated)
1.1	1.2	Cc1nc2cc(-c3ccccc3)ccc2o1
0.9	1.1	Cn1c(N)c(S(=O)(=O)c2ccc(Br)cc2)c2nc3ccccc3nc21

The results go on:
PLAP act	MT1-MMP txn act	SMILES
1.1	1.1	CC(=O)NCC(=O)NC(C(=O)Nc1ccc2c(c1)OCCO2)c1ccc(C)cc1 (configuration not stated)
1	1.2	O=C(NCCNC(=O)C(F)(F)F)c1ccncc1
1.6	0.9	Cn1c(OCc2cccnc2)nc2c1c(=O)n(Cc1ccc(Br)cc1)c(=O)n2C
0.9	1.1	Cc1cc(C)nc(N2CCN(c3ncnc4c3cnn4Cc3ccc(Cl)cc3Cl)CC2)n1
1	1.1	CCOC(=O)C(CC)n1nc(C)n2c(cc3sccc32)c1=O (configuration not stated)
1.1	1.2	O=C(CSc1ccc2nnc(-c3ccncc3)n2n1)N1CCc2ccccc21
2.4*	1.6	CCS(=O)(=O)N1Cc2ccccc2CC1C(=O)Nc1nc2ccccc2[nH]1 (configuration not stated)
1.3	1.1	CCCCC1CCC(c2nc(-c3cccnc3)no2)CC1 (configuration not stated)
0.9	1.5	COc1cccc(C(=O)NCCn2ccc3ccccc32)c1
0.9	1.1	Cc1coc2c(C)c3oc(=O)c4c(c3cc12)CCCC4
1	1.1	CN(C1CCCCC1)S(=O)(=O)Cc1ccccc1
1.1	1.2	CC1(C)Cc2nc3oc4c(=S)nc[nH]c4c3cc2CO1
1.6	1	N#CCCn1nc(-c2ccccc2)cc1Nc1ccccc1NC(=O)c1cccs1
1.3	0.6	COc1ccc(-c2cc(-c3cccs3)c(C#N)c(SCC(=O)NCc3ccco3)n2)cc1
0.9	1.1	COc1ccc(N2C(=O)CCC(C(=O)c3ccccc3)=C2C)cc1
1.7	1.1	CCOc1cc2[nH]c(=S)n(CC3CCCN3CC)c(=O)c2cc1OCC (configuration not stated)
1.1	1.1	CCOC(=O)C1CCN(c2c(NCCN3CCCCC3C)c(=O)c2=O)CC1 (configuration not stated)
1.4	1	O=C1CCC/C1=c1\s/c(=C\c2cccnc2)c(=O)n1-c1ccccc1
1.1	1.1	O=C(NCCCN1CCCC1=O)c1cccs1
1.3	1	O=C(NCc1ccc2c(c1)OCO2)c1cnc2ccccn2c1=O
1.1	1.2	CCn1c2ccccc2c2cc(C3C(C#N)=C(N)OC4=C3C(=O)CC(C)(C)C4)ccc21 (configuration not stated)
1.3	1.2	COc1ccc(S(=O)(=O)Nc2c(C)ccc3nsnc23)cc1OC
1	1	COc1ccc(C(=O)O)cc1NS(=O)(=O)c1cccc2nsnc12
1.4	1.1	CCc1nc2ccccc2c(C(=O)OCC(=O)Nc2ccc(S(=O)(=O)N3CCOCC3)cc2)c1C
1.1	0.9	COC1=Cc2c(ccc3ccc(=O)oc23)OC1(C)C

Next results.
PLAP act	MT1-MMP txn act	SMILES
1.2	1.1	NCC(O)COCCC12CC3CC(CC(C3)C1)C2 (configuration not stated)
1	1.1	C/C(N)=C(/C#N)C(=O)CSc1ncnc2ccccc12
2.5*	1.4	O=C(Nc1nc2ccccc2[nH]1)C1CCCO1 (configuration not stated)
0.9	1.5	COc1ccc(CNC(=O)c2noc3c2CCCCC3)cc1
0.9	1	CC(C)N1CC(O)=C(c2ccccc2)C1=N
1	1.1	CCC(C)Sc1nc2c(c(=O)[nH]c(=O)n2C)n1Cc1ccc(Cl)cc1 (configuration not stated)
1.4	1.1	CCOC(=O)Cc1csc(NC(=O)COc2ccc(N(C)S(=O)(=O)c3cccs3)cc2)n1
1	1.2	CCSc1nnc(NC(=O)c2cnccn2)s1
1.2	1	CCC(=O)N1CCc2cc(Br)cc(S(=O)(=O)NCC3CCCO3)c21 (configuration not stated)
1.3	1.3	c1ccc2c(c1)nc(N1CCOCC1)c1nnnn12
0.9	1.2	Cc1ccc(-n2c(SCC(N)=O)nc3c([nH]c4ccccc43)c2=O)cc1
0.9	1.2	CC1CN(C(=O)COC(=O)c2cccs2)CC(C)O1 (configuration not stated)
1.3	1.1	Cc1cc(C)c(NC(=O)Cn2c(=O)n(Cc3ccco3)c(=O)c3ccccc32)c(C)c1
1	1.1	COc1cccc(-c2nnc3sc(-c4ccc(Cl)cc4)nn23)c1
1.6	1.1	CCC(C)NC(=O)C1CN(S(=O)(=O)c2ccccc2)CCN1S(=O)(=O)c1ccccc1 (configuration not stated)
1.1	1	CCOC(=O)C1=C(N)OC2=C(C(=O)CCC2)C1c1cccnc1 (configuration not stated)
1.2	1.2	Cc1ccc2nc(N3CCN(C(=O)c4cccs4)CC3)c(C#N)cc2c1
1	1.3	O=C(O)c1ccc2c(c1)C(=O)N(c1cc(C(=O)O)ccc1Br)C2=O
0.9	1.1	CC(=O)N1CCc2cc(S(=O)(=O)NCCC(=O)Nc3cccc(C)c3C)ccc21
1.4	1	Cc1ccc(CCNC(=O)C2CCN(c3nn4c(=O)cc(C)nc4s3)CC2)cc1
1	1.2	O=C1CCC(=O)N1CC(=O)N1c2ccccc2Sc2ccccc21
0.9	1.1	COCc1cc(C)nc(N)c1C#N
1.7	1	COc1ccc(C(c2nnnn2C2CCCC2)N2CCC(C(N)=O)CC2)c(OC)c1 (configuration not stated)
1.3	1.1	Cc1cnc(C(=O)OCC(=O)N2CCc3ccccc3C2)cn1
1.3	1.2	CN(C)c1ccc(NC(=O)CN2CCN(CC(=O)Nc3ccc(F)cc3)CC2)cc1

More records follow:
PLAP act	MT1-MMP txn act	SMILES
1	1.1	COc1ccc(OC)c(C2C(C#N)=C(N)Oc3cc(C)n(Cc4ccccn4)c(=O)c32)c1 (configuration not stated)
0.9	1.1	CCc1nnc(NC(=O)Cn2nnc(-c3ccccc3F)n2)s1
1.6	1.1	COc1ccc(-n2c(Cc3cccn3C)nnc2SCC(=O)Nc2ccc(F)cc2)cc1
1.1	0.8	O=c1c2ccccc2nc(SCc2nc(-c3ccccc3)no2)n1-c1ccc(F)cc1
1.1	1.1	CSc1nc(-c2ccco2)nn1C(=O)c1ccco1
1.1	1.1	CCOc1ccccc1NC(=O)N1CCC(c2nc3ccc(C)cc3[nH]2)CC1
1.4	1.2	Cc1onc(-c2ccccc2Cl)c1C(=O)OCC(=O)N1CCCc2ccccc21
1.2	0.8	COc1ccc(-c2nn(-c3ccccc3)cc2C(=O)N2CCOCC2)cc1
1.1	1.2	CCOC(=O)c1cnn(CC2CCCCC2)c1N
0.9	0.9	CC1CCCN(S(=O)(=O)c2ccc3c(c2)CCN3C(=O)C2CCC2)C1 (configuration not stated)
1.2	1	CC1(N2CCOCC2)CC2(O)C(=[N+]1[O-])CCc1c2no[n+]1[O-] (configuration not stated)
1	1.9	CNc1sc(C(=O)c2cccs2)c(N)c1-c1nc2ccccc2s1
1.1	1.1	CC(C(=O)OCc1nnc(-c2ccccc2)o1)N1C(=O)c2ccccc2C1=O (configuration not stated)
1.2	1.1	COc1ccc(C(=O)N2CCC(N3CCN(c4ccccc4)CC3)CC2)cc1OC
1.9	1.3	CC1CCCN(C(=O)C2CCN(CCCc3ccccc3)CC2)C1 (configuration not stated)
1	1.2	O=C1CCCC2=C1C(c1ccccc1)C1=C(CCCC1=O)O2
1	1.1	O=C1CC(Cc2ccccc2)C(=O)N1c1ccc(Cl)cn1 (configuration not stated)
1.6	1.2	CCN(CC)CC(=O)n1c2c(c3ccccc31)CCCC2
0.7	1	COc1ccccc1-c1nnc2sc(COc3ccccc3)nn12
1.5	1.2	O=C1c2ccccc2C(=O)N1CC1c2ccccc2CCN1S(=O)(=O)c1cnc[nH]1 (configuration not stated)
1	1	COCCCn1c(=NC(=O)c2ccncc2)c(C#N)cc2c(=O)n3cccc(C)c3nc21
1	1.1	CS(=O)(=O)N1CCC(c2noc(-c3ccc(C(F)(F)F)cc3)n2)CC1
1	1.2	COCc1c(C)cc(C)c(/C=N/O)c1C
1.1	1.1	Cc1ccn2c(-c3csc(NCc4ccco4)n3)c(C)nc2c1
1.3	1.2	COC(=O)c1ccc2c(c1)N(Cc1ccccc1F)C(=O)c1ccccc1S2=O (configuration not stated)

Next results:
PLAP act	MT1-MMP txn act	SMILES
1	1	O=C(O)CCC(=O)c1cccc2ccccc12
1.5	1.2	CCOc1ccc(OCC)c(S(=O)(=O)N2CCCCC2)c1
1.1	1.2	O=C(CSc1nc(-c2ccc(F)cc2)cs1)N1CCN(C(=O)c2ccco2)CC1
1	1.1	Cc1cc(-c2ccco2)c(C#N)c2nc3ccccc3n12
1	1.1	CC(C)(C)NC(=O)CSc1nnc(-c2ccco2)n1Cc1ccco1
1.1	1.1	CCOC(=O)N=S(N)(=O)c1ccccc1 (configuration not stated)
1	1.1	CC(=O)NC(CC(C)C)C(=O)NC(=O)NCc1ccccc1 (configuration not stated)
0.9	1.6	CCc1ccc(NC(=O)c2cc(CC(C)C)on2)cc1
1.6	1.1	O=C(CSc1ncc(-c2ccccc2)n1CC1CCCO1)N1CCCCC1 (configuration not stated)
1.1	1.1	CC1CCN(C(=O)C(Cc2ccccc2)n2cccc2)CC1 (configuration not stated)
1.3	1.1	Cc1ccc(N2CCN(S(=O)(=O)N(C)C)CC2)c(C)c1
1.3	1	Cc1cc(-n2nc(C)cc2C)nc(NS(=O)(=O)c2ccccc2)n1
0.9	1.2	CC(C)(C)C1CCc2onc(C(=O)Nc3ccc(F)cc3F)c2C1 (configuration not stated)
1.8	1.1	CCOc1cc(S(=O)(=O)NCC2OCCc3ccccc32)c(OCC)cc1-n1cnnn1 (configuration not stated)

Molecules above that contain an NH in an aromatic ring, in the order listed:
PLAP act	MT1-MMP txn act	SMILES
1.2	1.1	CCOCCCNC(=O)Cc1cc(=O)[nH]c(=O)[nH]1
1	1.1	CCOC(=O)c1c(C)[nH]c(C(=O)COC(=O)CCC(=O)c2ccc3c(c2)OCCO3)c1C
1	1	O=C(Nc1nn[nH]n1)c1cccc(Oc2ccccc2)c1
1.4	1.1	CCOc1cc(-c2c(C#N)c(=O)[nH]c3c2c(C)nn3-c2ccc(F)cc2)ccc1O
2.4*	1.6	CCS(=O)(=O)N1Cc2ccccc2CC1C(=O)Nc1nc2ccccc2[nH]1 (configuration not stated)
1.1	1.2	CC1(C)Cc2nc3oc4c(=S)nc[nH]c4c3cc2CO1
1.7	1.1	CCOc1cc2[nH]c(=S)n(CC3CCCN3CC)c(=O)c2cc1OCC (configuration not stated)
2.5*	1.4	O=C(Nc1nc2ccccc2[nH]1)C1CCCO1 (configuration not stated)
1	1.1	CCC(C)Sc1nc2c(c(=O)[nH]c(=O)n2C)n1Cc1ccc(Cl)cc1 (configuration not stated)
0.9	1.2	Cc1ccc(-n2c(SCC(N)=O)nc3c([nH]c4ccccc43)c2=O)cc1
1.1	1.1	CCOc1ccccc1NC(=O)N1CCC(c2nc3ccc(C)cc3[nH]2)CC1
1.5	1.2	O=C1c2ccccc2C(=O)N1CC1c2ccccc2CCN1S(=O)(=O)c1cnc[nH]1 (configuration not stated)

Screens deposited in PubChem BioAssay by Sanford-Burnham Center for Chemical Genomics.
